# Source: PubChem BioAssay
# NTR1 agonist: NTR1-driven beta-arrestin-GFP spot formation – imaging, U2OS cells, high content, primary screen (AID 493036); agonist mode; activation, % at 20 µM; 330,000 tested, 0.17% active;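 active means activation at or above 40% of the spot to cytoplasm intensity ratio, with at least 20 cells analyzed; inconclusive means wells under 20 cells, flagged as cytotoxic or low count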;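 further: 0% = DMSO without peptide and 100% = 100 nM NTR1 peptide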
# Target sequence (P30989 whole entry, looked up): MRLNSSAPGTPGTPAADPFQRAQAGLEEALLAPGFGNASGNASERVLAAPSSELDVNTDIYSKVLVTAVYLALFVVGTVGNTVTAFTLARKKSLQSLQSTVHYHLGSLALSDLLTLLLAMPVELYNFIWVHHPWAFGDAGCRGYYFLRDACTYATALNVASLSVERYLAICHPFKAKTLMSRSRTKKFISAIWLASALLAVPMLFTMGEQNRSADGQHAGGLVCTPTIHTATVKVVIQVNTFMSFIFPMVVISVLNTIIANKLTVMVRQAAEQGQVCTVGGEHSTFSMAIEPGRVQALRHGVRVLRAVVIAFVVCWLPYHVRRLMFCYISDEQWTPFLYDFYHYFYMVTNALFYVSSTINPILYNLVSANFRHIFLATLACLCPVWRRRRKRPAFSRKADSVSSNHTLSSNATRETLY
# NS5 inhibitors: Dengue-2 NS5 methyltransferase inhibitors, primary screen, biochemical, confirmation dose response (AID 588689). inhibition, % at 25 µM, or IC50 in µM where a hit was titrated. 340,000 tested, 0.3% active. Dengue-2 NS5 methyltransferase capping enzyme assay, biochemical; higher % means a stronger effect; in the data active means a potency from the dose series; inconclusive means inhibition above about 29% without an active follow-up result
# GPR35 arrestin U2OS: GPR35 antagonists blocking zaprinast-driven arrestin recruitment, primary screen, imaging, U2OS, beta-arrestin-GFP, zaprinast agonist (AID 2058); U2OS GPR35 beta-arrestin-GFP translocation imaging, zaprinast antagonism; higher % means a stronger effect; inhibition, % at 10 µM; hits with a dose series show IC50 in µM; 290,000 tested, 0.052% active;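 active means inhibition of at least 50% with at least 30 cells and total cytoplasm GFP at most 10,000,000; inconclusive means under 30 cells or total GFP of 10,000,000 plus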
# AID2073: disruptors of CaV2.2 binding to Mint1 – biochemical, HTRF (AID 2073); HTRF protein-protein interaction, Mint1-CaV2.2; higher % means a stronger effect; inhibition, % at 20 µM, or IC50 in µM where a hit was titrated; 290,000 tested, 0.19% active; in the data active means inhibition mostly above about 51%, no sharp cut-off; inconclusive means no clear call, values can overlap the other calls; inactive means mostly below about 53%; further: some results filed as inactive read as strong as hits
# GPR55 activation: selective activators of receptor GPR55 – imaging, U2OS cells, beta-arrestin-GFP redistribution, primary screen (AID 1961) | 290,000 tested, 0.048% active | U2OS GPR55 beta-arrestin-GFP redistribution imaging; higher % means a stronger effect | activation, % at 10 µM, or EC50 in µM where a hit was titrated;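 active means activation above 40% with more than 50 cells counted in the well; inconclusive means wells holding fewer than 50 cells, flagged as toxic or sparse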;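 further: U2OS osteosarcoma cells stably expressing GPR55 and beta-arrestin-GFP; plate controls were DMSO negative control for no effect and LPI positive control for full effect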
# GPR55 antagonists: inhibition of LPI-stimulated GPR55 beta-arrestin translocation – imaging, U2OS, beta-arrestin-GFP, LPI agonist, primary screen (AID 2013) | U2OS GPR55 beta-arrestin-GFP translocation imaging, LPI antagonism; higher % means a stronger effect | inhibition, % at 10 µM, or IC50 in µM where a hit was titrated | 290,000 tested, 0.13% active;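 active means spots per cell inhibited over 60%, with over 100 cells counted and total cytoplasm intensity under 500,000; inconclusive means wells with under 100 cells, flagged as likely toxic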;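 further: U2OS cells stably carrying GPR55 and arrestin-GFP stimulated by 5 µM LPI near EC80; imaged beta-arrestin-GFP aggregate spots per cell after agonist stimulation; plate controls were LPI-stimulated DMSO wells for no effect and DMSO wells without LPI for full effect; some results filed as inactive read as strong as hits; confirmed hits need IC50 under 10 µM and bright autofluorescent wells are also inconclusive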
# Large T inhibition: SV40 large T antigen inhibitors, biochemical (AID 1903); SV40 large T antigen ATPase/helicase inhibition assay; higher % means a stronger effect; one-dose inhibition, % at 20 µM; IC50 in µM for titrated hits; 310,000 tested, 0.39% active; in the data active means a potency from the dose series; inconclusive means inhibition mostly from about 32% at the one dose, without a potency; inactive means the rest, 99 in 100 with inhibition below about 32%; further: strong numbers were not always called active
# Yfh1-depleted yeast: mitochondrial function rescue without frataxin homolog – Friedreich's ataxia, plus single-dose screen, dose response (AID 1465). S. cerevisiae Yfh1-off respiration, WST-1 reduction, 72 h; higher fold induction means a stronger effect. fold induction at 50 µM; hits with a dose series show EC50 in µM. 220,000 tested, 0.074% active;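 active means fold induction of absorbance versus untreated yeast above a set limit, then at least 30% activation at any dose in follow-up; inconclusive means repeats straddling the limit, or above it without dose testing; inactive means fold induction below the set limit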;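 further: activators that raise dye reduction in frataxin-depleted yeast; strong numbers were not always called active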
# Rac1 GTP hydrolysis: MgcRacGAP GTPase-activating activity inhibitors, confirmation, biochemical, ADP Hunter fluorescence; one-dose inhibition, % at 30 µM; IC50 in µM for titrated hits; 340,000 tested, 0.6% active; MgcRacGAP-stimulated Rac1 GTP hydrolysis, ADP Hunter fluorescence; higher % means a stronger effect; GST-tagged Rac1 F28L mutant substrate; AID 624330;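 active means first-screen hits whose inhibition reached a set limit at any dose in the follow-up dose series; inconclusive means inhibition above the set first-screen limit but never retested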;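 further: fluorescence reports GDP produced by GAP-driven GTP hydrolysis; strong numbers were not always called active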
# NTR1 agonist cell count 20 µM: also measured in NTR1 agonist; calls as there; cell count; measured here: cell count, cytotoxicity flag
# NS5 inhibitors pilot replicate: further read-out of NS5 inhibitors, marked with its call; inhibition, %; measured here: pilot screen replicate inhibition
# * = called active by the depositor; i = inactive; ? = inconclusive; · = not tested or not shown; & = joins results of further samples. Only part of the results is shown, so the mix of outcomes need not match the whole.
SMILES,NTR1 agonist,NTR1 agonist cell count 20 µM,NS5 inhibitors,GPR35 arrestin U2OS,AID2073,GPR55 activation,GPR55 antagonists,Large T inhibition,Yfh1-depleted yeast,Rac1 GTP hydrolysis,others
CC(C)CC(=O)NC(Oc1ccc(Cl)cc1)C(Cl)(Cl)Cl (stereo not given),1.1,88,-6%,13%,20%,-0.1%,1.2µM*,13%,i,3%,
Cc1ccc(C(c2nnnn2Cc2ccccc2)N2CC=C(c3ccc(F)cc3)CC2)cc1 (stereo not given),0.3,55,-6%,2%,33%,-0.1%,-4%,-7%,i,-9%,
CC(C)OCCCNC(=O)c1c(N)n(CC2CCCO2)c2nc3ccccc3nc12 (stereo not given),6.6,55,-11%,-11%,21%,0.2%,46%,-6%,i,4%,
Cc1cccc(N2C(=O)NC(=O)C3(Cc4cc(C)ccc4N(C)C3)C2=O)c1 (stereo not given),-0.7,76,-4%,-4%,0%,-0.2%,12%,24%,i,5%,
Cc1ccc(N2C(=O)NC(=O)/C(=C/c3cnc(-c4ccccc4)nc3)C2=O)cc1C,-0.3,66,-23%,-13%,11%,0.1%,-10%,24%,i,12%,
Cc1cc(C)n2nc(SCC(=O)N3CCC4(CC3)OCCO4)nc2n1,0.5,76,-7%,14%,17%,0.2%,11%,3%,i,5%,
COc1ccc(CN2CC=C(c3ccc(F)cc3)CC2)cc1Br,5.9,72,-9%,23%,10%,0.9%,12%,0%,·,-6%,
COc1cc2[nH]c(=O)n(-c3ccccc3)c(=O)c2cc1OC,-2.2,83,-13%,1%,5%,-0.1%,-3%,5%,i,3%,
CN1CCN(c2ccc(N)cc2)CC1,-2.7,90,7%,-2%,-28%,0.0%,3%,20%,i,32µM*,
O=C(c1cnn2c(C(F)(F)F)cc(-c3ccccc3)nc12)N1CCC2(CC1)OCCO2,2.0,71,-6%,-4%,13%,-0.1%,5%,6%,i,4%,
CCCCOc1ccc(CCN)cc1Cl,0.3,44,-1%,7%,2%,-0.3%,7%,-2%,i,-20%,
O=C1NC(=O)N(c2cccc(Br)c2)C(=O)/C1=C/c1ccsc1,10,71,-71%,-14%,18%,0.4%,-3%,25%,i,17%,
O=C(Nc1nccs1)c1c(O)c2c(n(Cc3ccco3)c1=O)CCCC2,1.6,48,-5%,-3%,5%,-0.2%,-8%,8%,i,4%,
CC(=O)OC1(Cc2ccccc2)CN2CCC1c1ccccc12 (stereo not given),0.9,60,7%,-3%,14%,0.2%,10%,11%,i,8%,
COc1ccc(Cn2c(O)c(/C=N/NC(=O)c3ccccc3O)c(=O)[nH]c2=O)cc1,-1.8,71,-48%,-1%,4%,-0.2%,-6%,-4%,i,6%,
CSc1ncc(/C=C2/C(=O)NC(=O)N(C)C2=O)cn1,1.0,52,25%,15%,30%,0.2%,11%,9%,·,14%,
CC1CCCCN1Cc1ccc(Cl)nc1 (stereo not given),1.5,65,-1%,-2%,-4%,-0.3%,6%,7%,i,0%,
CCc1c(C)nc(N)nc1N1N=C1SC(C(C)=O)C(C)=O,-0.3,61,-5%,4%,3%,-0.2%,-3%,96µM*,i,12µM*,
CSCc1nnc2n1-c1ccc(Cl)cc1C(c1ccccc1)=NC2,1.0,53,-10%,-4%,1%,0.0%,-3%,7%,i,3%,
CC(=O)OCC[N+](C)(C)C,9.8&3.8&8.4,54&45&50,2%&-1%&-2%,-2%&4%,3%,0.5%&-0.1%,-3%&9%,5%&15%&4%&7%,i,6%&6%&-1%,
CNCC(C)c1ccccc1 (stereo not given),0.4,84,6%,9%,2%,0.2%,24%,0%,i,8%,
CCCn1nc2ccccc2c1P(=O)(N1CCOCC1)N1CCOCC1,-2.3,57,6%,2%,2%,-0.1%,-1%,9%,i,6%,
CC1(C)Cc2c(sc3c2C(=O)NC(c2cccnc2)N3)CO1 (stereo not given),-1.0,66,-7%,0%,-28%,-0.1%,10%,3%,i,0%,
Cc1nn(-c2ccccc2)c(C)c1NC(=O)COC(=O)Cc1ccccc1,0.4,66,-7%,·,·,·,·,14%,·,12%,
C[Se]C[C@@H](N)C(=O)O,3.9,54,5%,·,·,·,·,36%,·,21%,
CCOc1ccccc1C1SCC(=O)Nc2c1c(=O)[nH]n2C(CC)CC (stereo not given),0.7,46,-5%,19%,-3%,0.7%,-6%,4%,i,7%,
CN1CCN(c2ccc([N+](=O)[O-])c(N3CCCCC3)c2)CC1,1.9,79,·,13%,46%,0.2%,0%,·,i,1%,
Cc1cccc(C)c1OP(N)(=O)Oc1c(C)cccc1C,-1.0,39,-6%,-17%,-1%,-0.3%,13%,11%,i,2%,
Cn1c(O)c(C(=Nc2ccc(F)cc2)c2ccccc2Cl)c(=O)n(C)c1=O,0.1,37,1%,-16%,-7%,0.3%,-4%,8%,i,9%,
O=C(CCCn1c(=O)[nH]c2cc(Cl)ccc2c1=O)N1CCC2(CC1)OCCO2,1.7,62,0%,-6%,10%,0.1%,-1%,6%,i,7%,
Nc1ccc(N=Nc2ccccc2)cc1,-1.6,38,5%,8%,-10%,-0.6%,-4%,16%,i,-3%,
O=C(c1ccc(F)cc1)C(Cc1ccccc1)N1CCCCC1 (stereo not given),-0.5,50,-9%,-12%,9%,-0.4%,26%,23%,i,6%,
Cc1ccc(N2C(=O)NC(=O)C3(Cc4ccccc4N4CCN(c5ccccc5)CC43)C2=O)cc1 (stereo not given),-0.7,82,-24%,5%,12%,-0.2%,4%,21%,i,3%,
Cc1nn(Cc2ccccc2Cl)c(C)c1C(=O)OCC(=O)NC1CCCC(C)C1C (stereo not given),2.1,45,-2%,8%,0%,0.3%,-8%,12%,i,-1%,
CCCCn1c(C)c(C(=O)OCC)c2c(CN3CCOCC3)c(O)ccc21,0.9,49,-6%,2%,-7%,0.6%,25%,-2%,i,15%,
CCOP(=O)(/C=C(\Cl)c1ccccc1)C(O)c1ccc(F)cc1 (stereo not given),-0.6,106,-2%,2%,2%,0.3%,5%,20%,·,11%,
CC1=Nc2ccccc2/C1=C/c1c(O)[nH]c(=O)[nH]c1=O,-0.1,59,-8%,3%,7%,0.6%,7%,16%,·,?,
COc1ccc(CCn2c(O)c(C=NCc3ccc4c(c3)OCO4)c(=O)[nH]c2=O)cc1OC,7.9,67,6%,4%,-3%,0.5%,6%,31%,i,9%,NS5 inhibitors pilot replicate=0.6
COC1=CCC2([N+](=O)[O-])CN(C)CC1([N+](=O)[O-])C2 (stereo not given),-2.0,70,2%,4%,5%,0.3%,-9%,6%,i,13%,
O=C1CC(=O)N(c2cccc(C(F)(F)F)c2)C(=O)N1,·,·,-15%,-2%,13%,0.0%,-2%,2%,·,9%,
C=C1C2C[C@@]3([C@@H]1O)[C@@H](C[C@@H]2O)[C@@]12C4[C@@H]3C[C@@H]1[C@@](C)(CC[C@@H]2O)CN4CC,2.1,48,-5%,·,·,·,·,9%,·,1%,
O=[N+]([O-])c1cccc(NP(=O)(Oc2ccccc2)Oc2ccccc2)c1,15,79,-4%,-2%,-2%,-0.2%,8%,13%,·,8%,
CCC(=Nc1ccc2c(c1)CCC2)c1c(O)n(C2CCCCC2)c(=O)[nH]c1=O,14,69,3%,-10%,0%,-0.2%,16%,15%,i,-11%,NS5 inhibitors pilot replicate=2.6
C=CCn1c(O)c(C(C)=O)c(=O)[nH]c1=O (tested in a mixture with another compound),-0.2,42,-18%,3%,6%,-0.1%,3%,12%,i,5%,
Nc1ccccc1-[n+]1c(-c2ccccc2)cc(-c2ccccc2)cc1-c1ccccc1,2.3,58,2%,-4%,-10%,-0.1%,-1%,4%,i,2%,
CC(C)c1ccc(-n2c(O)c(/C=N/NC(=O)c3ccncc3)c(=O)[nH]c2=O)cc1,5.6,37,-30%,-18%,15%,-0.1%,-1%,-2%,i,5%,
Cc1ccc(C)c(OCC(=O)N2CCN(Cc3ccc4c(c3)OCO4)CC2)c1,0.3,47,5%,10%,?,-0.1%,-2%,17%,i,-4%,
CCCCCCCSc1cc(OC)c(CCN(C)C)cc1OC,15,56,6%,11%,20%,-0.1%,24%,1%,i,10%,
CC(NC(=O)Oc1ccccc1)C(c1cccs1)N1CCOCC1 (stereo not given),0.6,54,-1%,-6%,11%,0.1%,-1%,5%,i,-2%,
CCN(CC)c1ccc(N=Cc2c(O)n(-c3ccccc3)c(=O)[nH]c2=O)cc1,3.6,46,5%,1%,-34%,0.1%,3%,27%,i,27%,
COc1ccc(-n2c(O)c(/C=C3\C=Nc4ccc(Br)cc43)c(=O)[nH]c2=O)cc1,5.9,93,?,10%,23%,1.6%,32%,7%,·,8%,
CC(C)(C)c1cc(C=C(C#N)C#N)cc(C(C)(C)C)c1O,5.1,48,-4%,·,·,·,·,17%,·,7%,
COc1ccc(OCC#CCN2CCNCC2)cc1,0.2,41,-6%,4%,-2%,-0.3%,2%,6%,·,?,
CC1(C)NCCN2C(=O)CSC21 (stereo not given),-2.4,79,-3%,6%,-4%,-0.1%,4%,7%,i,-5%,
O=C(COc1ccccc1F)N1CCN(CCN2C(=O)c3cccc4cccc(c34)C2=O)CC1,0.5,70,-1%,-2%,1%,0.2%,-1%,12%,i,5%,
CC(C)C(=O)Nc1ccc(S(=O)(=O)N2CC3CC(C2)c2cccc(=O)n2C3)cc1 (stereo not given),-1.3,73,-4%,8%,-4%,-0.1%,1%,1%,i,4%,
CN(C)C(=O)Oc1c(Cl)cc(Cl)c2ccccc12,0.0,54,-5%,0%,-3%,-0.1%,10%,21%,i,10%,
Cc1ccc(-n2c(/C=C/c3ccccn3)nc3ccccc3c2=O)cc1,2.5,96,1%,4%,10%,0.5%,3%,·,·,5%,
O=C1NC(=O)C(=Cc2cccc(OCCOc3ccccc3)c2)C(=O)N1,0.3,51,51µM*,20%,33%,0.0%,9%,35%,·,11%,
O=C(C1CCN(S(=O)(=O)c2ccccc2)CC1)N1CCC2(CC1)OCCO2,0.1,47,-1%,-22%,-2%,0.1%,10%,0%,i,1%,
Cn1cc(C(=O)N2CCOCC2)c2ccccc21,1.5,60,-8%,0%,-1%,-0.3%,1%,31%,i,0%,
